# CendR NRP1 mod: NRP-1/CendR interaction modulation. O14786. inhibition, % at 25 µM. hit rate 0.85% among 360,000. AID 602438. FAM-RPARPAR peptide binding to NRP-1, fluorescence polarization;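 active means inhibition or corrected inhibition above about 18%, plus a signal ratio from 0.5 to 1.5, limit read from the data, passing the limit was not always enough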; further: strong numbers were not always called active
# SKN-1 block: C. elegans SKN-1 inhibition; C. elegans VP596 Pgst-4::GFP/RFP ratio, acrylamide-induced, 24 h; inhibition, % at 21.8 µM; hit rate 0.49% among 360,000; AID 624304;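 active means interference check ratio from 0.5 to 1.5 plus GFP to RFP signal ratio inhibition reaching or exceeding a fixed threshold, cut at about 30% in these data, passing the limit was not always enough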; further: some compounds called inactive have numbers as strong as hits
# MT1-MMP act inh: blocks activation of human MT1-MMP. GFP/RFP ratio change, % at 20 µM. P50281. HT1080 RFP-PRO-GFP cells, GFP/RFP ratio fluorescence, overnight; percent of plate control window, DMSO zero. AID 651647. hit rate 0.061% among 360,000;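 active means GFP/RFP ratio change of at least 30% with cell ATP level not reduced by more than half and red fluorescence within 50% of control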; further: strong numbers were not always called active
#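 Compound: 20 µM single dose, 1% DMSO / System: HT1080 RFP-PRO-GFP cells / Controls: DMSO and RFP-L50D-GFP cell wells / Read-out basis: GFP/RFP fluorescence ratio / Schedule: overnight compound exposure at 37 °C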
# Neddyl block: blocks human cullin neddylation; TR-FRET cullin neddylation, biochemical; calls only at 25 µM; hit rate 0.58% among 360,000; in the data active means inhibition above about 36%
# MsrA inhibitor: inhibits bovine methionine sulfoxide reductase A; purified bovine MsrA, absorbance read-out; inhibition, % at 15.5 µM; hit rate 0.75% among 360,000; AID 651718; in the data active means inhibition above about 4.5%;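 further: 0% = vehicle wells with enzyme and 100% = reference inhibitor wells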
# MsrA act: bovine methionine sulfoxide reductase A activation; purified bovine MsrA, absorbance read-out; activation, % at 10.6 µM; hit rate 0.3% among 360,000; AID 602163; in the data active means activation above about 7.5%;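 further: 0% = vehicle and 100% = reference activator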
# Rin1 Abl inh: human Rin1-Abl interaction inhibition; P00519+Q13671; TR-FRET Rin1/Abl binding, biochemical; inhibition, % at 7.35 µM; hit rate 0.4% among 360,000; in the data active means inhibition above about 5%, passing the limit was not always enough
# eLon inh: inhibits E. coli Lon protease; P0A9M0; inhibition, % at 7.94 µM; hit rate 0.42% among 360,000; purified E. coli Lon protease, fluorescence polarization; AID 602123; in the data active means inhibition above about 13%, passing the limit was not always enough;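 further: 0% = enzyme with probe and DMSO and 100% = no enzyme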
# Target sequence (P0A9M0 whole entry, looked up): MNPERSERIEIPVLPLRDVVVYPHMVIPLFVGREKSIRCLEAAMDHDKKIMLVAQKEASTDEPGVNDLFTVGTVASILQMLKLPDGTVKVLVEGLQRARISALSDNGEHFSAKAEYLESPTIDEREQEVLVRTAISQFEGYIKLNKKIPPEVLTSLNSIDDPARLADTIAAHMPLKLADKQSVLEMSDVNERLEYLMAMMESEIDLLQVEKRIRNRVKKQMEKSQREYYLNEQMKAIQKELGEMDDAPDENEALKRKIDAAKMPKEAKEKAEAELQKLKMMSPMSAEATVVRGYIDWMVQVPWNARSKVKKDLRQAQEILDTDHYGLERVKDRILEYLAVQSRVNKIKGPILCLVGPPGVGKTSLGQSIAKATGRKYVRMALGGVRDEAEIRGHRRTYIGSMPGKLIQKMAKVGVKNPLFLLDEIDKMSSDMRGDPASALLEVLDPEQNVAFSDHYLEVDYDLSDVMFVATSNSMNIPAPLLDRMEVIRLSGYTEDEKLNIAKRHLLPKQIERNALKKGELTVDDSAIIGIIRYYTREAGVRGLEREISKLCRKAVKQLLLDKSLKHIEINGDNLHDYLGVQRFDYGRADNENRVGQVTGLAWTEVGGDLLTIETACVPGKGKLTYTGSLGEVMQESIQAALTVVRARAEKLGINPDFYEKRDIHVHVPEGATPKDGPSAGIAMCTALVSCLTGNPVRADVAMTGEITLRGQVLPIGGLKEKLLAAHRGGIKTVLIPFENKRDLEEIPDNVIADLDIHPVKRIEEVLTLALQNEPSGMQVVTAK
# FAS TE block: FAS thioesterase (human) inhibition; P49327; inhibition, % at 15 µM; recombinant FAS-TE, OMFH fluorogenic substrate, fluorescence endpoint; hit rate 0.67% among 360,000; AID 602261;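 active means compounds whose normalised, plate-corrected inhibition of enzyme fluorescence in the single-dose primary screen is 50% or more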;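 further: 0% = DMSO with enzyme and 100% = substrate without enzyme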
# * = called active by the depositor; i = inactive; nt = not tested or not shown.
molecule,CendR NRP1 mod,SKN-1 block,MT1-MMP act inh,Neddyl block,MsrA inhibitor,MsrA act,Rin1 Abl inh,eLon inh,FAS TE block
Cc1cc(C)cc(OCc2nnc(SCC(=O)NC3CC3)n2C)c1,9,-23,1,i,0.8,-9,1,5,-11
COC(=O)c1ccc(NC(=O)CS(=O)(=O)c2ccccc2)cc1,5,2,-2,i,0.3,-2,1,-6,-5
Cc1cccc2sc(NC(=O)C3c4ccccc4Oc4ccccc43)nc12,0,19,-56,i,3.3,-2,-3,6,30
O=C(NCc1c(Cl)cccc1Oc1ccccc1)c1ccccc1,5,2,-3,i,0.7,-8,-3,4,21
CC(C)(C)NC(=O)CSc1nc(N)c(NC(=O)c2ccccc2F)c(=O)[nH]1,8,-3,-2,i,1.4,-5,2,2,-4
CN1CCN(c2ccccc2NC(=O)c2ccc(-c3ccccc3)cc2)CC1,1,21,0,i,0.4,2,-2,-12,6
O=C(NCc1ccco1)c1ccc2c(=O)n(-c3ccccc3)c(=S)[nH]c2c1,5,9,2,i,-0.5,3,-4,2,-4
O=C(c1cc(Br)ccc1Cl)N1CCN(c2ncccn2)CC1,2,10,0,i,-0.8,-2,2,-5,2
O=C(CN1C(=O)NC2(CCCCC2)C1=O)Nc1ccc(F)cc1,-6,0,7,i,-0.6,-3,-1,-3,-3
COc1ccc(NC(=O)N(C)C[C@@H]2OCc3cnnn3CCCC(=O)N([C@H](C)CO)C[C@H]2C)cc1,1,-1,-3,i,-0.3,-3,2,-2,-5
CCCN(C(=O)CSc1ncccn1)C1CCS(=O)(=O)C1 (centres undefined),-5,3,5,i,0.7,-5,-1,2,-7
CC1CC(C)CN(C(=O)C(C)N2CCN(S(=O)(=O)c3cccs3)CC2)C1 (centres undefined),0,4,6,i,0.3,-2,3,5,0
CCCn1nnnc1NCc1cccc(OC)c1,-4,-13,2,i,-0.1,-1,-3,-1,-6
O=C(Nc1ccc(S(=O)(=O)N2CCOCC2)cc1)c1ccc(Cl)cc1,1,3,2,i,0.4,-4,-1,-1,5
COc1ccc(CN2CCNC(=O)C2CC(=O)NCCc2nc(C)c(C)s2)c(OC)c1 (centres undefined),8,1,-6,i,-1.1,-1,-3,-4,-1
Cc1nn(C)cc1C(=O)Nc1ccc2c(c1)OCCO2,-2,13,3,i,-1.1,-1,-2,-3,-7
CCn1c(SCC(=O)Nc2nc3ccc(OC)cc3s2)nnc1-c1ccoc1C,7,-12,5,i,0.6,-12,4,2,-1
NNC(=O)c1cc2c(s1)-c1cc(Cl)ccc1SC2,5,2,-4,nt,0.0,1,2,-9,-3
CC(CNC(=O)COc1ccccc1)OC(=O)Nc1cccc(Cl)c1 (centres undefined),6,8,-7,i,-0.4,-3,-1,-16,3
Cc1cccc(NC(=S)NCc2ccco2)c1C,-1,7,-4,i,0.3,-5,-3,-1,-5

# Continued.
molecule,CendR NRP1 mod,SKN-1 block,MT1-MMP act inh,Neddyl block,MsrA inhibitor,MsrA act,Rin1 Abl inh,eLon inh,FAS TE block
Cc1ccccc1-c1nc(CN2CCC(C(=O)NC3CCCCC3)CC2)c(C)o1,8,10,1,i,-0.7,-1,1,3,-4
CCCCNC(=S)NNC(=O)c1csc2ccccc12,-10,8,3,i,nt,-3,0,3,-5
CCOc1cc(/C=C2\C(=O)N(c3nc(-c4ccc(Br)cc4)cs3)N=C2c2ccccc2)ccc1O,-274,14,63*,i,nt,-5,-3,-13,5
CS(=O)(=O)Nc1ccc2c(c1)OCC(=O)N2Cc1ccccc1,-7,-6,0,i,0.6,-2,1,0,-1
COC(=O)c1cc2c(ccn2-c2ccc(F)cc2)n1CC(=O)C(C)(C)C,10,17,-4,i,0.8,-6,0,3,16
C=Cc1ccc(Cn2c(=O)n(CCCOC)c(=O)c3sccc32)cc1,1,-9,0,i,1.2,-2,0,6,4
CC(CCc1ccco1)NC(=O)c1cccc2c1C(=O)N(C1CCCCC1)C2 (centres undefined),-3,9,-12,i,0.3,0,-4,-2,63*
CCCCC(O)C1=C[N+](=O)CC=C1 (centres undefined),-8,10,5,i,-0.3,-17,nt,-2,-7
O=C(NCCC1=CCCCC1)C1CCC(CNc2c(N3CCCCC3)c(=O)c2=O)CC1 (centres undefined),-18,0,0,i,-0.4,2,-1,-11,7
C/C(CC(=O)Nc1ccc2c(c1)OCCO2)=N\NC(=O)Cc1ccccc1,9,-3,3,i,-0.8,-3,-3,-6,-2
Cc1nc(N)nc(Cl)c1CCC1OCCO1,12,-3,-2,i,0.3,-8,3,-1,-6
COc1ccc(C2(CNC(=O)c3cccc([N+](=O)[O-])c3)CCOCC2)cc1,-8,-3,-4,i,-0.3,-7,-4,1,1
O=C(N/N=C/C(Br)=C/c1ccccc1)c1n[nH]c2c1CCC2,3,4,-9,i,nt,1,1,7,5
CC(C)(C)NC(=O)C(c1ccc(O)cc1)N(C(=O)CCC(=O)Nc1ccccn1)c1ccc(F)cc1 (centres undefined),12,-12,-2,i,-0.3,-9,0,1,-1
COC(=O)[C@]1(C)N[C@H](CN(C)C(=O)NC(C)C)[C@@H]2C(=O)N(C)C(=O)[C@@H]21,-2,-19,1,i,1.9,-2,-2,4,-6
CCOC(=O)N1CCN(Cc2ccccc2Cl)CC1,5,1,0,i,-1.6,0,-3,-5,-4
CCCCc1nnc(NC(=O)C(C)Sc2nc(C)cc(=O)[nH]2)s1 (centres undefined),-4,8,-5,i,-0.5,-5,-1,-7,-6
CCOc1ccccc1C(=O)NN1C(=O)CCC1=O,10,2,-8,i,-0.3,-3,-4,10,-9
Cc1ccc(C(=O)Nc2ccc(F)c(S(=O)(=O)N3CCOCC3)c2)s1,0,-7,5,i,-0.9,-6,7,-18,2
CC1Cc2ccccc2N1C(=O)c1cnc2ccccn2c1=O (centres undefined),9,2,0,i,2.3,-4,-4,5,-2

# Further structures:
molecule,CendR NRP1 mod,SKN-1 block,MT1-MMP act inh,Neddyl block,MsrA inhibitor,MsrA act,Rin1 Abl inh,eLon inh,FAS TE block
C[C@H]1CN([C@@H](C)CO)C(=O)Cc2cc(NC(=O)CCC(F)(F)F)ccc2O[C@H]1CN(C)S(=O)(=O)c1ccc(Cl)cc1,17,12,16,i,-1.1,-1,5,4,-6
C=CCn1c(Cc2cccs2)nnc1SCC(=O)Nc1cc(OC)cc(OC)c1,-3,-11,-1,i,-0.1,-2,-3,-2,-7
COC(=O)CN(c1cc(Cl)ccc1OC)S(=O)(=O)c1ccc(OC)c(OC)c1,-7,9,2,i,0.5,-4,0,4,1
O=C(NCc1cccc2[nH]ccc12)C1CCC(=O)N(CCc2ccc(Cl)cc2)C1 (centres undefined),18,8,-6,i,-0.6,-3,-2,5,-2
CCCCCCn1c(N2CCCC2)nc2c1c(=O)[nH]c(=O)n2C,11,1,-3,i,-0.7,-3,2,4,-2
Cc1cc(OCC(=O)NCc2cccnc2)c2c(C)c(C)c(=O)oc2c1,7,14,-1,nt,0.9,-3,1,1,0
CCCCCC(=O)OCc1ccc(C2=CC(=O)CC(C)(C)C2=O)cc1,5,-6,2,i,-1.2,0,-1,-1,64*
C1CCN(Cc2nnnn2C2CCCC2)CC1,7,13,3,i,0.4,-1,-2,4,-4
COc1ccc2c(c1)CSC(c1ccccc1)C2=O (centres undefined),-31,16,-5,i,-0.1,-2,-1,-12,5
O=C(N/N=C/c1ccc(O)cc1)/C(=C/c1ccc([N+](=O)[O-])cc1)NC(=O)c1ccccc1,2,6,7,i,3.1,-5,0,-4,3
CC(C)(C)OC(=O)N1CCC(NC(=O)c2[nH]cnc2C(=O)Nc2ccc(Br)cc2F)CC1,-2,-6,1,i,-0.5,3,1,-2,0
Fc1ccc(COc2ccc(Br)cc2CNCC2CCCO2)cc1 (centres undefined),-1,-10,2,i,-0.4,-2,-2,8,1
O=C(NC1(C(F)(F)F)N=C2SCCN2C1=O)C1CCCCC1 (centres undefined),8,18,-2,i,-1.6,7.8*,-2,1,-2
O=C(COc1ccc(Br)cc1)NCCNC(=O)c1ccncc1,6,13,-1,i,1.8,-4,1,-6,-2
Cc1c(N2C(=O)CSC2=S)c(=O)n(-c2ccccc2)n1C,-3,3,28,i,0.5,-2,6,-6,-6
O=C(c1ccc(Cl)cc1)N1CCC(N2CCC(C(=O)N3CCOCC3)CC2)CC1,-7,9,0,i,0.2,-4,2,-17,-7
Cc1ccc(S(=O)(=O)Nc2cccc(-n3cnnn3)c2)cc1C,17,14,1,i,-0.5,-3,2,0,22
Cc1cccc(C)c1Cn1c(C)c(C(=O)NCc2ccc(C#N)cc2)sc1=O,-6,-5,-3,i,1.0,-4,1,2,17
O=C(NC1CCCC1)c1ccc(CS(=O)(=O)Cc2ccccc2Cl)o1,14,11,4,i,0.8,-2,1,0,-1
COc1ccccc1C(=O)Nc1ccccc1SC,-8,13,-2,i,-1.3,-9,6,-5,9

# An excerpt from above, limited to SKN-1 block:
structure	SKN-1 block
Cc1cccc(C)c1Cn1c(C)c(C(=O)NCc2ccc(C#N)cc2)sc1=O	-5
O=C(NC1CCCC1)c1ccc(CS(=O)(=O)Cc2ccccc2Cl)o1	11

# (list continues)
molecule,CendR NRP1 mod,SKN-1 block,MT1-MMP act inh,Neddyl block,MsrA inhibitor,MsrA act,Rin1 Abl inh,eLon inh,FAS TE block
CCOc1ccc(CN(C)C(=O)c2cc(S(=O)(=O)N3CCCC3)ccc2C)cc1,-9,0,1,i,-0.7,-2,3,12,4
O=S(=O)(Nc1ccccc1)C1CCCCC1,2,19,0,i,0.0,-1,-1,0,-4
CCc1nnc(NC(=O)CSc2nc3c(c(=O)n2CC)SC(C)C3)s1 (centres undefined),-1,3,4,i,0.5,3,-4,11,-4
C#CCOCCOCCOCCNc1nc(N2CCN(C(=O)[C@H]([C@@H](C)CC)n3cc([C@@H](N)CO)nn3)CC2)nc(N2CCN(C(=O)[C@H](Cc3ccc(O)cc3)n3cc([C@@H](N)CC(C)C)nn3)CC2)n1,3,-11,0,i,-1.0,-1,8,-2,-9
O=C(CNc1cccc(S(=O)(=O)N2CCOCC2)c1)Nc1ccccc1F,5,4,2,i,0.0,-6,4,3,-1
COc1ccccc1C(=O)/C=C/c1ccc(N2CCCCC2)c([N+](=O)[O-])c1,2,12,6,i,1.5,-8,-3,-4,10
Cn1nc(C(F)(F)F)c(/C=N/OCc2c(Cl)cccc2Cl)c1Cl,11,-7,1,i,-0.4,-1,-3,4,31
Cc1ccc2nc(CCc3ccc(N)cc3)[nH]c2c1,-11,4,-1,i,-0.8,-4,-1,-3,-1
Cc1ccc(NC(=O)CCN2CCC(C)CC2)cc1,10,2,-1,i,1.0,-1,-1,0,-5
C[C@H]1O[C@@H](O[C@H]2CC[C@@]3(C)C(CC[C@]4(C)C3C=CC3=C5CC(C)(C)CC[C@]5(CO)[C@H](O)C[C@]34C)[C@]2(C)CO)[C@H](O)[C@@H](O[C@@H]2O[C@H](CO)[C@@H](O)[C@H](O)[C@H]2O)[C@H]1O (some centres undefined),4,6,4,i,-0.6,-2,2,-1,0
CCN(CC)c1cc(Cl)nc(N)n1,-12,-5,0,i,0.8,-3,0,9,-8
O=C(O)c1ccc(NC(=O)c2ccccc2Br)c(NC(=O)c2ccccc2Br)c1,8,21,0,i,-1.3,0,2,2,-3
Cc1cc(NC(=O)CSc2nnc(-c3ccco3)n2Cc2ccco2)no1,-6,14,-1,i,-0.2,-2,2,-6,-4

# As entered above.
# Result for `Cc1cc(NC(=O)CSc2nnc(-c3ccco3)n2Cc2ccco2)no1` in eLon inh: -6
# Result for `CC(C)(C)NC(=O)CSc1nc(N)c(NC(=O)c2ccccc2F)c(=O)[nH]1` in FAS TE block: -4
# Result for `Cc1cccc2sc(NC(=O)C3c4ccccc4Oc4ccccc43)nc12` in MT1-MMP act inh: -56

# Bioassay records as filed in PubChem BioAssay.
